High-throughput results from PubChem BioAssay.
bIAP activator = increases bovine intestinal alkaline phosphatase activity; activation factor at 20 µM; purified bovine IAP, CDP-star luminescence, 30 min; stronger effect = higher value; fold of DMSO-control signal, blank-subtracted; 0.17% of 200,000 active; AID 1016;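 active means activation factor of 2 or more at 20 µM, a signal rise over negative controls twice the positive control's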
PMI activator = activators of human phosphomannose isomerase | P34949 | purified human PMI, coupled resazurin fluorescence, 20 min; stronger effect = higher value; 1 = vehicle control, 0 substrate-free wells | activation factor at 20 µM | 0.005% of 190,000 active | AID 1214;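 active means activation factor of 2 or more at 20 µM, relative to plate controls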
Target sequence (P34949 whole entry, looked up): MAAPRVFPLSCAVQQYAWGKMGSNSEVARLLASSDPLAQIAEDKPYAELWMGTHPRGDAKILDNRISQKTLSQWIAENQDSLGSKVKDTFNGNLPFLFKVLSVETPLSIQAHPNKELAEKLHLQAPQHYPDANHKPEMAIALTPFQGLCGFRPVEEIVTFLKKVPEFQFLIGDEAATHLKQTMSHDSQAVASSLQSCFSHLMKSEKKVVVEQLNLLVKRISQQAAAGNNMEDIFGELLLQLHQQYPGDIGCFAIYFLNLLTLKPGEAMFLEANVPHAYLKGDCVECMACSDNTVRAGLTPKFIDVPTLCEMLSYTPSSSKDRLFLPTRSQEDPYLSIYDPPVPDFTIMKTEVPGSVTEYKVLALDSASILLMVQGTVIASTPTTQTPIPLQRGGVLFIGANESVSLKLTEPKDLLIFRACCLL
FLuc act counter = firefly luciferase counter-screen for stimulation assays | P08659 | ATPlite luciferase biochemical, luminescence, 10 min; 0 = ATP-free wells, 1 = DMSO control | activation factor at 10 µM | 200,000 tested, under 10 active | AID 1027;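 active means luciferase activation factor, scaled between plate controls, of at least 2 with compound at 10 µM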
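Material: Luciferase/luciferin reagent mix; Doses: test compounds dosed from 2 mM stocks in 100% DMSO; Schedule: 10 min incubation after luciferase reagent addition, room temperature; Measured by: luminescence from luciferase reaction; Read-out: luminescence gain marking luciferase activators.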
TNAP inh hi DEA = blocks human TNAP under high phosphate acceptor concentration. P05186. purified TNAP, CDP-star luminescence, 1 M DEA. inhibition, % at 20 µM. 0.03% of 200,000 active. AID 1135;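 active means over 50% inhibition of tissue-nonspecific alkaline phosphatase at 20 µM in the single-dose screen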;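 further: plate controls were DMSO wells for no effect and EDTA-quenched wells as full inhibition for full effect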
Target sequence (P05186 whole entry, looked up): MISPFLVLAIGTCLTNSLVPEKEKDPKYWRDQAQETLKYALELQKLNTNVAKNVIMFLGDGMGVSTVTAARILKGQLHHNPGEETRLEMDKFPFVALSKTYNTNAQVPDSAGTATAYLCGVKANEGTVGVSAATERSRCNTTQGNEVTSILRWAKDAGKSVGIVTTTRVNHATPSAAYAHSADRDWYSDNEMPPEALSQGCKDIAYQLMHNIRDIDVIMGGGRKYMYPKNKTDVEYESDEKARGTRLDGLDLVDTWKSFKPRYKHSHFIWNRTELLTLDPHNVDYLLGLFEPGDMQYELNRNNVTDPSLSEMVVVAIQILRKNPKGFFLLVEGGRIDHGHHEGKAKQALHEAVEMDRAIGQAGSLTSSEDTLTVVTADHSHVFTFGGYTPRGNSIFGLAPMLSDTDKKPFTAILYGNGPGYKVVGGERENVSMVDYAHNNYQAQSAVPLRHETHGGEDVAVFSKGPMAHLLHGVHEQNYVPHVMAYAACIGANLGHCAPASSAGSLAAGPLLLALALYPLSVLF
TNAP inh no acc = inhibitors of human TNAP without phosphate acceptor; P05186; purified TNAP, CDP-star luminescence, 30 min; inhibition, % at 20 µM; 0.26% of 200,000 active; AID 1012;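 active means tissue-nonspecific alkaline phosphatase inhibition above about 50% at 20 µM in the single-dose screen, limit read from the data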;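 further: 0% = DMSO negative control and 100% = EDTA positive control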
PMI act hi M6P = activators of human phosphomannose isomerase at near-saturating mannose 6-phosphate. 0.34% of 190,000 active. activation factor at 20 µM. P34949. coupled PMI enzyme assay, resazurin fluorescence, 20 min; stronger effect = higher value; 1 = untreated enzyme, 0 = substrate-free blank;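 active means activation factor of 2 or more at 20 µM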
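Material: human phosphomannose isomerase with PGI, G6PDH, diaphorase coupling enzymes. Quantity: 15 ng/mL PMI. Medium: HEPES pH 7.4 buffer with MgCl2 and Tween-20. Reagent: Near-saturating mannose-6-phosphate, 1.0 mM. Compound: 20 µM single dose. Times: enzyme reaction with compound 20 min at room temperature. Detection: resorufin fluorescence at Ex 544/Em 590 nm.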
TNAP act hiacc = TNAP (human) activation, high acceptor; P05186; purified TNAP, CDP-star luminescence, 1 M DEA, 30 min; stronger effect = higher value; 0 = EDTA background, 1 = DMSO-only activity; activation factor at 20 µM; 200,000 tested, under 10 active;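 active means activation factor at least 2 at 20 µM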
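Control set: EDTA negative control, DMSO positive control / Assay system: human TNAP / Quantity: TNAP 1/800 final / Evaluation: TNAP activation factor scaled between EDTA and DMSO control wells / Measured by: luminescent substrate turnover signal / Compound dosing: one dose, 20 µM / Times: 30 min enzyme reaction at room temperature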
APP 5'UTR act = activates APP 5'UTR luciferase reporter | 1% of 190,000 active | activation, % at 2 µM | SH-SY5Y APP 5'UTR luciferase reporter, luminescence; zero percent = DMSO vehicle wells;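 active means activation above a set limit, based on mean plus 3 SD of controls, cut at about 140% in these data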; further: values of inactives mirror those of a sister screen read the other way
FLuc inhib CS = Photinus pyralis luciferase inhibition counter-screen. ATPLite firefly luciferase biochemical luminescence, 10 min. 1.5% of 200,000 active. inhibition, % at 10 µM. P08659;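 active means inhibition above about 50% when tested at 10 µM, limit read from the data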
NF-kB neuron act = raises NF-kB expression in human neuronal cells; 1.6% of 190,000 active; fold change at 12.5 µM; NF-kB reporter expression; stronger effect = higher value; in the data active means fold change above about 3.3
Numbers without * were called inactive; / = no result given.

SMILES	bIAP activator	PMI activator	FLuc act counter	TNAP inh hi DEA	TNAP inh no acc	PMI act hi M6P	TNAP act hiacc	APP 5'UTR act	FLuc inhib CS	NF-kB neuron act
Cc1ccc(COC(=O)CCc2nc3ccccc3c(=O)[nH]2)cc1	0.8	1	1.1	0	-14	1	1	5	-8	1
CCOC(=O)C1C(c2ccccc2)N(C)OC1(O)C(F)(F)F (configuration not stated)	1.1	1	1	0	-6	0.9	1	15	-3	1.4
O=C(Cn1nnc2ccccc21)N1CCCCC1	1	0.8	1	1	-8	1	1	-4	-3	1.1
Cn1cc(C(=O)N/N=C/c2cccs2)c2ccccc21	1	1	0.8	-4	-1	1	1	27	16	1.4
COc1cc2c(cc1OC)[C@H](Cc1ccc(O)cc1)NCC2	0.5	1	1.1	-7	-10	1.1	1.1	7	-8	1.3
CCN(CC)S(=O)(=O)c1cccc(C(=O)NCC2CCCO2)c1 (configuration not stated)	1	1.1	1.1	-3	-1	1.1	1	5	-9	0.96
Cc1cc2c(cc1C)CSC(c1ccccc1O)SC2	0.8	0.8	1.1	-3	-6	0.8	1	-14	-7	1.1
Cc1cccc(NC(=S)NNC(=O)CCn2nc(C)c([N+](=O)[O-])c2C)c1	1	1.1	1.1	0	-93	1.1	1	32	-7	1.1
COc1ccc(N2CCN(c3ncnc4nc[nH]c34)CC2)cc1	1.1	0.9	1	-5	-39	0.9	1.1	18	3	1.4
O=C(Nc1sc2c(c1C(=O)N1CCOCC1)CCCCC2)c1cccnc1	1	1	1	-5	-14	0.9	1	9	-3	1.1
CCc1nc2ccccc2n1Cc1ccc(OC)c(OC)c1	0.6	1	1.1	-4	-6	0.8	1	0	-7	1.2
NC(=O)CSc1nnc(-c2cc(-c3ccc(Cl)cc3)nc3ccccc23)o1	0.9	1.1	1.1	-6	-13	1	1.1	-13	-6	/
CCSc1nnc(CNc2ccc(F)cc2)n1CC1CCCO1 (configuration not stated)	1	1	1.1	-9	-16	0.9	1.1	14	-9	1.3
O=C1C2C3C=CC(C4CC34)C2C(=O)N1c1nccs1 (configuration not stated)	0.6	1.1	1	-8	-10	1	1.1	1	-1	1.1
CC(C)c1ccc(-c2c(C#N)c(N)nc3c2CCCCC3)cc1	1	1	1	-6	-8	0.9	1.1	4	-4	0.92
CCN1CCN(C(=S)Nc2cccc(Cl)c2)CC1	1	1.1	1	-3	-11	1.1	1	13	-2	0.89
O=C(O)c1ccc(-c2ccccc2C(F)(F)F)o1	0.9	1	1.1	-3	-12	1	1	-6	-7	0.88
NS(=O)(=O)c1ccc(CCNC(=O)CCCn2c(SCC(=O)N3CCCC3)nc3ccsc3c2=O)cc1	1.1	1.2	1.1	1	-1	1.3	1	28	-8	1.2
Cc1ccc(-n2cc(CNC(C)c3cnn(C)c3C)c(-c3ccc(F)cc3)n2)cc1 (configuration not stated)	1.1	0.8	1	-3	-5	0.9	1	16	-1	0.79
Cc1cccc(NC(=O)Nc2cc(C)cc(C)n2)c1	1.1	0.9	0.7	-4	-4	1	1	173*	26	2.7
CCCCOP(=O)(c1ccc(N(C)C)cc1)C(O)c1ccccc1F (configuration not stated)	1	1.1	1	-6	17	1.1	1.1	12	-2	1
COCCOC(=O)c1[nH]c2c(c1C)C(=O)CC(c1cc(OC)ccc1OC)C2 (configuration not stated)	0.9	0.9	1.1	-4	-16	0.9	1	12	-6	0.93
O=C(c1cn(-c2ccccc2)nc1-c1ccncc1)N1CCCCC1	1	1	1	-3	-11	1	1	-3	-4	0.95
O=C(NCc1ccccn1)c1cc(S(=O)(=O)N2CCN(c3ccccc3)CC2)ccc1Cl	1	1.1	1.1	-7	-2	0.9	1.1	6	-8	0.75
O=C(NCc1cccnc1)C1c2ccccc2C(=O)N1C1CCCCCC1 (configuration not stated)	1	1.1	1.1	-7	3	1	1.1	-9	-8	1.4
CC1(C)C2CCC1(CS(=O)(=O)N1CCCc3ccccc31)C(=O)C2 (configuration not stated)	1.1	0.8	1	-3	-11	0.8	1	/	-5	0.69
COCn1c(-c2ccc(OC)cc2)nc2ccccc21	1	0.5	0.2	-4	-10	1	1	118	76*	2.7
N#CC(c1ccccn1)(c1ncc(C(F)(F)F)cc1Cl)N1CCOCC1 (configuration not stated)	1.1	1	1.1	-4	-8	1.1	1	-1	-6	1.2
COc1ccc(NC2c3ncccc3C(=O)N2Cc2cccs2)cc1 (configuration not stated)	1.1	1	1	-6	-5	1.1	1.1	12	-2	0.92
Cc1ccc(-n2nc3ccc(NC(=O)c4cccc([N+](=O)[O-])c4C)cc3n2)cc1	1	1	1	3	-11	1.1	1	/	-2	1.4

Quoted at random: three records from the list, in no set order.
SMILES	bIAP activator	PMI activator	FLuc act counter	TNAP inh hi DEA	TNAP inh no acc	PMI act hi M6P	TNAP act hiacc	APP 5'UTR act	FLuc inhib CS	NF-kB neuron act
COc1ccc(NC2c3ncccc3C(=O)N2Cc2cccs2)cc1 (configuration not stated)	1.1	1	1	-6	-5	1.1	1.1	12	-2	0.92
O=C(c1cn(-c2ccccc2)nc1-c1ccncc1)N1CCCCC1	1	1	1	-3	-11	1	1	-3	-4	0.95
COCCOC(=O)c1[nH]c2c(c1C)C(=O)CC(c1cc(OC)ccc1OC)C2 (configuration not stated)	0.9	0.9	1.1	-4	-16	0.9	1	12	-6	0.93

The list continues:
SMILES	bIAP activator	PMI activator	FLuc act counter	TNAP inh hi DEA	TNAP inh no acc	PMI act hi M6P	TNAP act hiacc	APP 5'UTR act	FLuc inhib CS	NF-kB neuron act
COC(=O)c1cccc(NC(=O)c2cnoc2C)c1	1	1.1	1.1	-3	-5	1.1	1	-9	-7	1.1
Cc1ccc(NC(=O)c2ccccc2N(C)S(C)(=O)=O)cc1C	1	1	1	-8	-13	1.1	1.1	4	-3	0.91
COc1cccc(C(=O)N(c2ccccc2)C2C=CS(=O)(=O)C2)c1 (configuration not stated)	0.9	1	1.1	-4	-19	1.1	1	4	-6	1
CCC(=O)n1nc(-c2ccc(OC)cc2)nc1N	1	1	1	-3	51*	0.9	1	-1	0	1.2
CC(C)NC(=S)NC(=O)c1ccc(Cl)cc1Cl	0.9	1	1	-1	-17	1	1	9	-4	1.6
O=C(CSc1nnc(Cc2cccs2)n1-c1ccccc1)NCc1ccc2c(c1)OCO2	1	0.9	1	-2	-8	0.9	1	5	-3	1
COc1ccc(Cl)cc1-c1nc(-c2ccncc2)no1	0.9	0.9	1	0	-5	0.9	1	-7	-1	1.2
CC(C)(C)C1(C)OC(=O)C(=Cc2ccc(OCC(=O)Nc3ccccc3)cc2)C(=O)O1 (configuration not stated)	0.9	1.2	1	-2	-7	1.2	1	17	2	1.1
Cc1ccccc1C(=O)N1CCC(C(=O)O)CC1	0.8	1.2	1.1	-2	-8	1.6	1	-2	-7	0.91
COc1ccccc1OCCCOc1ccc(C)cc1Br	1.2	0.9	0.8	-4	-8	0.9	1	27	20	3.1
COc1cccc(C(=O)Nc2nc3c(s2)CN(C)CC3)c1	1	0.9	0.4	2	-9	0.8	1	60	56*	1.8
CCC(=O)NC(=S)Nc1ccc2oc(-c3ccc(OC)cc3)nc2c1	1.2	1	1	-5	-11	1	1	137*	1	1.8
COc1ccc(C(C(=O)NC2CCCC2)N(C(=O)c2ccoc2C)c2ccc(C)cc2)cc1 (configuration not stated)	1	1	1.1	-4	5	0.9	1	-2	-9	0.55
COC(=O)c1ccc(C(=O)OC)c(NC(=O)CN(C)Cc2ccccc2)c1	1.3	1.1	1.1	-4	-6	1	1	2	-7	1.1
Cc1ccc(NC(=O)Cn2nc(C)c3ccccc3c2=O)c(C)c1	1.1	1	1	-4	-5	0.9	1	7	-3	1.3
CC(O)CNCc1ccc(Cl)cc1Cl (configuration not stated)	1.1	1.3	1.1	-10	-10	1.3	1.1	-18	-6	0.97
CC(=O)N1CCN(CC(=O)Nc2ccc3c(c2)CCC3)CC1	0.9	1	1	-4	-13	0.9	1	-9	-3	1
CC1CCCN(S(=O)(=O)c2cccc(-c3cn4cccnc4n3)c2)C1 (configuration not stated)	1	1	1.1	-5	-12	1	1	-5	-7	0.89
O=C(Nc1ccccc1)C1=C[C@H](C2CCCCC2)C[C@H](OCc2ccc(CO)cc2)O1	1	0.8	1	-8	-9	0.8	1.1	2	-2	0.99
O=C(Cn1cnc2ccccc2c1=O)c1ccc(Cl)cc1	1	1.1	1	1	-4	1.1	1	17	-4	/
Nc1cc(C(=O)OCC(=O)NC(c2ccccc2)c2ccccc2)ccc1Cl	1	0.9	1	8	-3	1	0.9	7	1	1.4
CN(C1CCCCC1)S(=O)(=O)c1ccc(Cl)c(C(=O)O)c1	1	1	1	-1	-6	1	1	5	-3	1
O=C(CN1C(=O)C2CC=CCC2C1=O)NCc1ccc2c(c1)OCO2 (configuration not stated)	1	1	1	-4	-13	1.1	1	6	-1	1.1
O=C(COC(=O)CCC(=O)c1cccs1)Nc1cccc(S(=O)(=O)N2CCOCC2)c1	0.9	1	1	-7	-12	1	1.1	17	-2	1.1
CC(=O)N1N=C(c2ccccc2O)OC1(C)CC(=O)Nc1ccccc1 (configuration not stated)	0.9	1.1	1	-3	-12	1.3	1	2	-1	0.88
COc1ccc(Sc2ccccc2CN(C)C)cc1OC	0.9	1	1.1	0	-5	1	1	0	-6	1.1
COc1cccc(NC(=O)COC(=O)c2c(F)cccc2F)c1	0.9	1	1	-4	-3	1	1	10	4	1.6
O=C(NCc1ccco1)c1ccc(COCC(F)(F)C(F)F)cc1	0.9	1.1	1	-2	-10	1.1	1	25	1	1.1
COc1ccc(-c2cc(CNS(=O)(=O)c3ccc(F)cc3)on2)cc1	0.9	0.9	1	-2	-5	0.9	1	2	0	1
O=C(CCC(=O)Nc1ccc(Cl)cc1Cl)NNC(=O)[C@@H]1CCCC[C@@H]1C(=O)O	1	1	1	4	4	0.8	1	33	-5	1.8

Next part (three carried over from the part before).
SMILES	bIAP activator	PMI activator	FLuc act counter	TNAP inh hi DEA	TNAP inh no acc	PMI act hi M6P	TNAP act hiacc	APP 5'UTR act	FLuc inhib CS	NF-kB neuron act
O=C(NCc1ccco1)c1ccc(COCC(F)(F)C(F)F)cc1	0.9	1.1	1	-2	-10	1.1	1	25	1	1.1
COc1ccc(-c2cc(CNS(=O)(=O)c3ccc(F)cc3)on2)cc1	0.9	0.9	1	-2	-5	0.9	1	2	0	1
O=C(CCC(=O)Nc1ccc(Cl)cc1Cl)NNC(=O)[C@@H]1CCCC[C@@H]1C(=O)O	1	1	1	4	4	0.8	1	33	-5	1.8
Cc1cc(N2CCCC2=O)cc(C)c1S(=O)(=O)Nc1c(C)nn(C)c1C	1	1	1.1	-6	-14	1	1.1	-9	-7	0.98
CC(CCc1ccccc1)NC(=O)C1CCN(S(=O)(=O)N2CCOCC2)CC1 (configuration not stated)	0.9	1.1	1.1	0	-2	1	1	1	-5	1.6
O=C(N/N=C/c1nn(-c2ccccc2)cc1-c1ccccc1)c1ccncc1	0.9	1	1	-6	-8	0.9	1.1	11	0	1.3
CC(=O)NS(=O)(=O)c1ccc(NC(=O)CCc2ccccc2)cc1	1	1.1	1.1	-4	4	1.2	1	-11	-5	1.1
Cc1cccc(CSc2ncnc3ccccc23)c1	1	1	1.1	-4	-13	1	1	-27	-6	1.3

Rows are unselected; 3.6% or so of the library scored in one or more.
